PfHsp90 yeast 2: reduces growth (ATP signal) of yeast expressing P. falciparum Hsp90 | 0.32% of 310,000 active | AID 504621 | inhibition, % at 9.4 µM | S. cerevisiae expressing PfHsp90, BacTiter-Glo ATP, 48 h; yeast lacking PDR1 and PDR3 efflux regulators;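 active means every replicate shows inhibition above about 80%, whatever the replicate mean, limit read from the data; inconclusive means mean inhibition reaches the set limit but some replicate falls short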;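 further: 0% = DMSO neutral controls and 100% = 20 µM radicicol positive controls; yeast relying on Plasmodium falciparum Hsp90 in place of its own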
phage Ecoli inh: E. coli growth loss with phage present; inhibition, % at 11.9 µM; growth absorbance; 0.26% of 360,000 active; AID 651602; in the data active means inhibition above about 11%
E coli growth: counter-screen for AddAB inhibitors: E. coli growth inhibition; E. coli V3065 growth, OD600 absorbance, 18 h; inhibition, % at 11.9 µM; 0.27% of 330,000 active; AID 449728;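 active means inhibition above the campaign's mean inhibition across all tested compounds plus 3 SD, cut at about 9.9% in these data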;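 further: uninfected addAB+ strain grown without phage in ampicillin broth; 0% = DMSO wells and 100% = ciprofloxacin 0.95 µg/ml wells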
MOR-DOR ag: OPRM1-OPRD1 heterodimerization agonism; P35372+P41143; 0.3% of 340,000 active; activation, % at 9.3 µM; AID 504326; cells, luminescence; in the data active means activation above about 18%;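 further: 0% = vehicle-treated cells and 100% = reference agonist; values of inactives mirror those of a sister screen read the other way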
MOR-DOR inv ag: inverse agonists of human mu-delta opioid receptor heterodimerization. P35372+P41143. cell-based MOR-DOR heterodimer luminescence, inverse agonism. inhibition, % at 9.3 µM. 0.21% of 340,000 active. AID 504357; in the data active means inhibition above about 22%, passing the limit was not always enough;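 further: 0% = cells with DMSO and 100% = wells without cells with DMSO; values of inactives mirror those of a sister screen read the other way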
Tat export inh: inhibitors of E. coli Tat protein transport; E. coli MC4100 TorA-mCherry Tat export, fluorescence; 0.036% of 340,000 active; inhibition, % at 10 µM;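 active means mean replicate inhibition at least 50% and at least half of replicates individually reaching 50%; inconclusive means only one of the two criteria met; inactive means neither criterion met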;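 further: exported cargo escapes ClpAP degradation while cytoplasmic cargo is degraded and loses fluorescence; 0% = median of neutral control wells and 100% = median of NaSCN control wells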
AddAB inh: less growth of phage-infected E. coli with AddAB; E. coli expressing H. pylori AddAB, absorbance growth; inhibition, % at 11.9 µM; 0.29% of 330,000 active; in the data active means inhibition above about 12%;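 further: 0% = vehicle wells of infected cells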
PKA-R1A act: PKA-R1A complex activation | P00514+P68181 | PKA-R1A dissociation, Cy5-IP20 fluorescence polarization; scaled: DMSO 0%, 113 µM cGMP 100% | activation, % at 11.4 µM | 0.083% of 340,000 active;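 active means percent activation above the mean of all tested compounds plus 3 SD, cut at about 19% in these data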;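 further: higher means more PKAc released from R1A so a rise in polarization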
DSG3 Ab inh: blocks pemphigus antibody binding to human desmoglein-3; P32926; 0.48% of 310,000 active; AID 588358; DSG3-coupled beads, scFv-anti-DSG3-GFP binding, flow cytometry; stronger effect = lower value; binding (percent of control), % at 10 µM;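 active means binding more than 3 SD below its plate's average and above zero; inconclusive means below that plate limit but binding exactly zero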;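 further: hits lower antibody fragment binding to DSG3; some compounds called inactive have numbers as strong as hits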
Target sequence (P32926 whole entry, looked up, the tested form may be a part): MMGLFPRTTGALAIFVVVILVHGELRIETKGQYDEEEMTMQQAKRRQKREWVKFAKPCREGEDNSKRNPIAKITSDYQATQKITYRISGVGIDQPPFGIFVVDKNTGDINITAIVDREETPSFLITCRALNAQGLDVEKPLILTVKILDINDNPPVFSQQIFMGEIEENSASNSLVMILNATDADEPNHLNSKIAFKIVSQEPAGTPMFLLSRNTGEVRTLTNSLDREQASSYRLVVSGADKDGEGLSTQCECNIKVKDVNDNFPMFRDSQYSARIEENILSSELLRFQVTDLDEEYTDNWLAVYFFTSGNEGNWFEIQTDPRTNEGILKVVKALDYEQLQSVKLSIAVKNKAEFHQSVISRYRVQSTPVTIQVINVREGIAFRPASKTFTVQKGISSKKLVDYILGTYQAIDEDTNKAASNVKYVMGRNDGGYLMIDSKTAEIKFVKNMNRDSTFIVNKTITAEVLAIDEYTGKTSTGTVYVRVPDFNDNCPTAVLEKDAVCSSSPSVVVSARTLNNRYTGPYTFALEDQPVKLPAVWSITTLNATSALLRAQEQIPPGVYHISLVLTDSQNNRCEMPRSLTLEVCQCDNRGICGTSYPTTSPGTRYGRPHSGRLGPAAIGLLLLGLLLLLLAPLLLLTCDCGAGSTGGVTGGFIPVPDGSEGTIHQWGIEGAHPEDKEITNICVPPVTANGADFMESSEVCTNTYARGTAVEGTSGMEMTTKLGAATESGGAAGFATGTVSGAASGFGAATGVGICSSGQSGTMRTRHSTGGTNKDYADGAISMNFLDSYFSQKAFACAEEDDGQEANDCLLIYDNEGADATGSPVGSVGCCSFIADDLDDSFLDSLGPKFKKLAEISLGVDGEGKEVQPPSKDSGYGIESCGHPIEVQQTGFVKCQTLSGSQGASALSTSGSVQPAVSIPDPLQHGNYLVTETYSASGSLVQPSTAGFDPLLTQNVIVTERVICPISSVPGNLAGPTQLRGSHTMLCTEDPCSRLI
Mot1-301 SUMO: inhibitors of SUMOylation pathway: yeast Mot1-301 growth rescue; growth rescue, % at 18.8 µM; S. cerevisiae Mot1-301 growth rescue, ATP luminescence, 38.5C; percent above DMSO median, 100 means doubled; AID 2716; 1% of 320,000 active;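 active means every valid replicate shows activation above 250% relative to neutral control wells; inactive means the rest, any valid replicate at or below 250%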;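 further: OY570 slx delta 5 strain wells were the positive control but not used for scaling; some compounds called inactive have numbers as strong as hits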
Arrestin-AP2 inh: blocks beta-arrestin peptide binding to AP2 adaptin; AID 504490; inhibition, % at 10 µM; FITC-arrestin peptide / GST-AP2 beads, flow cytometry; AP2 beta2 appendage carries R879A mutation; 0.31% of 340,000 active;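 active means inhibition above a set limit, near 3 SD of compounds lacking own fluorescence, cut at about 54% in these data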;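 further: plate controls were DMSO wells for no effect and 5 µM unlabelled arrestin peptide for full effect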
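Test system: GST-tagged AP2 beta2-adaptin appendage (R879A) on 4 µm glutathione beads; also added: fluorescein-tagged arrestin peptide at 50 nM final; timing: 12 min plus 1 h, RT; signal: flow cytometry, FL1 (488/535 nm); read-out: percent drop in bead-associated FITC signal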
* hit, by the source's call; ? = inconclusive; / = no result given; + = active, no number.

SMILES	PfHsp90 yeast 2	phage Ecoli inh	E coli growth	MOR-DOR ag	MOR-DOR inv ag	Tat export inh	AddAB inh	PKA-R1A act	DSG3 Ab inh	Mot1-301 SUMO	Arrestin-AP2 inh
CC1(C)C[C@H]2C3=CCC4[C@@]5(C)CC[C@H](O[C@@H]6O[C@H](C(=O)O)[C@@H](O)[C@H](O)[C@H]6O)[C@@](C)(CO)C5CC[C@@]4(C)[C@]3(C)C[C@H](O)[C@@]2(CO)[C@@H](O)[C@@H]1O (stereo partly specified)	0	0.5	1.7	-0.4	2	0	5.4	-4	101	1	1
COc1cccc(C(=O)OCCN2CCCCC2)c1	-6	2.9	-0.6	-0.5	2	3	2.4	-9	103	402	3
O=C(Nc1cccc(-c2nc3ccccc3s2)c1)c1cc(=O)c2ccccc2o1	-9	2.2	0.7	-3.2	17	-5	2.7	2	97	12	-33
Cc1nn(C(C)(C)C)c(OC(=O)c2ccc3c(c2)OCO3)c1S(=O)(=O)c1ccccc1	2	2.0	-0.7	-0.6	3	1	4.6	-21	109	+	18
COc1ccc2c(c1)O[C@@H](c1cccc(C(F)(F)F)c1)[C@H](O)C2=O	-17	/	0.0	2.9	-17	-8	-1.1	-10	98	-2	-14
CCOC(=O)C1(Cc2ccccc2)CCN(Cc2ccc(C)s2)CC1	12	3.8	3.3	4.8	-24	3	3.6	9	98	-1	3
COc1ccc(CNC(=O)C2CCN(S(=O)(=O)c3cc(OC)ccc3OC)CC2)cc1	21	0.5	-0.7	0.2	-1	-2	0.3	1	104	-4	24
CC(OC(=O)c1ccc2ncsc2c1)C(=O)Nc1ncc(Cl)cc1Cl (stereo unspecified)	-2	2.0	-1.7	0.6	-4	3	-3.2	-18	94	1	4
Cc1cc2cc(CNC(=O)c3ccc(S(=O)(=O)N4CCOCC4)cc3)ccc2[nH]1	16	1.0	0.9	-1.4	8	14	0.5	-7	95	30	-4
Cc1c(Cl)cccc1NC(=O)c1ccc(-n2ccnc2)nc1	/	4.1	-0.5	-1.7	9	1	1.2	-1	/	4	1
Cc1ccc(C(=O)NCC(=O)O)cc1S(=O)(=O)N1CCCCC1	/	0.2	-0.4	-1.3	7	20	-0.2	3	94	-1	-1
CCc1nnc(NC(=O)CSc2nc3c(c(=O)n2-c2ccccc2OC)SCC3)s1	/	/	-3.4	-0.7	4	27	3.9	2	99	-12	-1
COc1ccc(C(O)P(=O)(OC2CCCCC2)c2ccc(N(C)C)cc2)cc1OC (stereo unspecified)	/	2.2	0.0	-2.0	10	2	-1.1	18	104	184	9
Cc1ccc(C(=O)N2CCN=C2SCc2ccc([N+](=O)[O-])cc2)cc1	-19	2.0	1.6	0.8	-4	-10	3.8	-7	99	-14	-15
CSc1nnc(C)c(=O)n1COC(=O)c1ccc([N+](=O)[O-])cc1	-1	0.8	4.5	-2.1	11	3	2.8	7	102	-21	10
CCOc1ccccc1CN1CCN(Cc2c[nH]c3ccccc23)CC1CCO (stereo unspecified)	-10	2.1	/	0.6	-3	-4	/	6	117	23	-3
COc1cc(C(=O)Nc2ccc(NC(C)=O)cc2)ccc1OCc1ccccc1	-29	-1.5	0.8	2.6	-12	3	0.2	0	100	-1	-28
COc1ccc(OC)c(S(=O)(=O)N/N=C(/C)c2ccc3c(c2)OCO3)c1	22	0.7	/	-1.4	5	0	/	9	107	18	-3
Cc1nc(CCNC(=O)c2cccs2)cs1	-3	1.6	0.4	-1.3	8	-6	1.9	-6	123	-12	3
COc1ccc(C)cc1S(=O)(=O)N(CC(=O)NC1CCCC1)c1ccc(F)cc1	-3	2.3	0.7	-2.7	14	?	0.8	-4	98	-9	8
C=CCOC(=O)C(C#N)c1nc2ccccc2nc1N1CCN(c2ccccc2OC)CC1 (stereo unspecified)	-28	-2.1	-0.6	-3.0	12	-5	3.5	2	/	8	-9
COC(CNC(=O)Cn1nc(Cc2ccncc2)c2ccccc2c1=O)OC	25	0.9	-1.2	-0.5	2	-9	1.3	12	107	-19	10
Cc1ccc(NC(=O)CN(C)C(=O)Cn2nnc(-c3ccccc3C)n2)cc1	/	2.7	0.2	-0.7	3	6	2.5	13	94	10	50
Cc1ncc(CN2CCC(N3CCC(C(=O)N4CCCC4)CC3)CC2)s1	-8	/	1.6	-1.0	5	-5	1.0	-8	102	-11	0
CC(=O)c1c(C)[nH]c(C(=O)CN2C(=O)NC3(CCCCC3C)C2=O)c1C (stereo unspecified)	-16	2.2	/	0.1	-1	-6	/	-3	100	/	-7
O=C(Nc1ccc(N2CCOCC2)c(Cl)c1)c1ncn[nH]1	-5	-0.8	0.8	-0.7	4	-3	-0.2	8	101	108	18
CCOc1cccc(C(c2c(C)n(C)n(-c3ccccc3)c2=O)c2c(C)n(C)n(-c3ccccc3)c2=O)c1OC	18	0.3	1.4	-1.9	11	-7	0.1	-3	93	16	-12
O=C(OC1CCOC1=O)c1ccc(CO)cc1 (stereo unspecified)	12	-1.2	-1.4	-0.8	5	3	1.6	-16	102	-7	25
COc1ccccc1N1CC(C(=O)OCC(=O)Nc2c(C)cccc2C)CC1=O (stereo unspecified)	-30	1.2	1.8	-1.2	6	3	4.0	-3	106	5	12
O=C(Nc1cccc2ccccc12)c1ccc(OC(=S)N2CCOCC2)cc1	26	1.4	1.2	0.4	-2	8	1.3	7	121	-6	-4
O=C(NCc1ccccn1)C1Nc2ccc(OC(F)(F)F)cc2C2C=CCC12 (stereo unspecified)	10	-0.8	-0.5	0.6	-3	-9	2.8	17	99	-3	25
Cc1oc(-c2ccccc2Cl)nc1CN1CCCC1c1ccc(F)cc1 (stereo unspecified)	1	2.5	-0.3	-1.0	5	9	1.9	-8	118	11	12
O=C(NC1CC1)c1nc2c(nnn2Cc2ccccc2Cl)c(=O)[nH]1	4	-3.4	1.2	-1.2	7	0	3.8	4	103	-18	-6
NS(=O)(=O)c1ccc(N2CCCC2=O)c([N+](=O)[O-])c1	-18	5.0	0.7	-2.5	14	1	2.7	3	103	272	19
COC(=O)CN1C(=O)N(c2ccccc2)C(N(O)C(=O)Nc2ccccc2)C1(C)C (stereo unspecified)	-22	1.7	0.7	-2.0	12	3	-0.9	-6	/	-35	-4
Cc1nn(-c2ccccc2)c(C)c1C(=O)OCC(=O)NC12CC3CC(CC(C3)C1)C2	-3	/	0.8	5.1	-27	3	-0.8	1	100	-21	-9
C=CCN1C(=O)c2ccc(C(=O)N(CCC)CC(=O)Nc3ccccc3C)cc2C1=O	19	0.5	1.6	-2.5	12	4	-0.2	1	103	-6	30
COCCN(CCOC)S(=O)(=O)c1ccc(NC(=O)c2cnccn2)cc1	-11	0.4	-0.8	-0.6	3	21	-0.9	-8	109	9	2
CCC(C)C(NC(=O)c1ccccc1)C(=O)Nc1ccc(S(=O)(=O)Nc2cc(C)nc(C)n2)cc1 (stereo unspecified)	/	0.8	-2.3	-3.9	16	10	0.4	-6	96	/	5
CCOC(=O)c1c(C)[nH]c(C(=O)OCc2csc(CC(=O)Nc3ccccc3C)n2)c1C	-48	4.5	0.6	2.0	-10	2	0.2	8	98	0	8
Cc1nc(N)sc1C(=O)N/N=C/c1ccco1	8	2.2	-1.8	-1.7	8	-3	-0.9	10	100	-11	0
CC(C)CCNC(=O)C(C)N(C(=O)Cn1nnc(-c2ccc(F)cc2)n1)C1CCCC1 (stereo unspecified)	-12	-0.4	0.0	-0.9	5	-4	1.3	12	98	1	18
CC(C)n1nnnc1SCC(=O)N1CCN(Cc2ccc3c(c2)OCCO3)CC1	-17	0.1	1.4	-2.0	8	-10	1.8	-7	101	0	-5
CC1(NC(=O)C2CCCCC2)CCS(=O)(=O)C1 (stereo unspecified)	/	-0.8	-0.2	-1.7	8	1	1.1	-6	114	/	-10
CCN(CC(=O)NCc1ccc(Cl)cc1)C(=O)c1cnc(Cl)c(Cl)c1	5	0.3	-4.4	1.5	-13	-2	2.4	9	100	296	-7
CCN(CC(=O)NCc1ccc(Cl)cc1)CC(=O)Nc1ccc(C(N)=O)cc1	-13	2.0	-1.4	-2.0	10	2	-0.8	9	116	-14	1
COc1ccc(CCc2nnc(CCC(=O)NCc3ccc4ncccc4c3)o2)cc1	5	1.4	-1.0	-1.9	10	-10	4.4	-4	110	96	0
O=C(c1cc(-c2ccco2)on1)N1CCN(c2ccccc2)CC1	-9	2.4	1.6	-0.2	1	-3	2.4	12	101	21	-8
Cc1ccc2oc(-c3ccc(C)c(NC(=S)NC(=O)c4cccs4)c3)nc2c1	3	3.7	-1.8	-0.2	1	1	0.5	7	101	-14	15
CN1CC(=O)N2[C@H]3c4ccccc4OC[C@@H]3[C@H](c3ccccc3)[C@]2(C)C1=O	6	2.6	-1.7	-1.8	11	-2	-0.8	-2	105	-18	-2
O=C(NC(=S)Nc1cc([N+](=O)[O-])ccc1Cl)c1ccccc1	-33	2.5	-1.8	1.2	-6	-2	0.9	7	97	-2	23
COc1ccc(CNC(=O)C2CCN(C(=O)c3ccco3)CC2)cc1	-20	1.5	-0.6	-2.0	13	-6	3.7	-3	91	259	-2
Cc1oc(C(C)(C)C)c(CN2CCCC2)c1C(=O)O	10	3.0	1.8	-0.2	1	-5	0.9	-2	108	91	-5
Cc1nnnn1/C(=C\c1ccccc1)C(=O)OCC(=O)NC1CCCCC1	2	3.5	0.6	0.3	-2	-5	-0.2	-7	112	-2	6
CCOC(=O)C1CSC(CC(=O)Nc2ccc(OCC)cc2)C(=O)N1 (stereo unspecified)	-30	2.1	-1.6	-3.8	21	-2	5.2	10	84	-7	11
O=C1NC(=S)N/C1=C\c1ccccc1OCc1ccc(C(=O)O)cc1	-1	0.1	-1.1	-1.7	9	-1	3.6	-9	103	-3	-4
CSc1nc(N)nc2c1ncn2CC(=O)Nc1ccc(C)c(C)c1	-5	9.3	12*	/	/	15	15*	0	97	-1	-7
CN1CCN(C(=O)CCNC(=O)Cn2ccc3ccccc3c2=O)CC1	/	2.4	1.5	-1.2	7	-1	3.0	3	/	0	-1
CCOc1ccccc1NC(=O)CSc1nnnn1-c1ccc(C(=O)OC)cc1	-20	0.8	-3.5	2.6	-15	-7	1.6	0	106	12	-2
CCN(CC)C(=O)c1ccc(-c2nnc(OC)c3ccccc23)cc1	5	-3.0	0.3	-2.1	11	-7	0.4	-6	/	-5	-6
CCN(CC)CCN(C(=O)c1ccc(C(=O)c2ccccc2)cc1)c1nc2c(OC)cccc2s1	4	2.4	-2.4	-1.7	9	11	1.3	-3	105	-10	-10

Bioassay records as filed in PubChem BioAssay.
